Screening results as filed in PubChem.
KB-V1 cytotox – qHTS assay for MDR1-selective chemotherapeutics: Primary screen using the drug-selected MDR subline cells KB-V1; Potency, µM (titrated, usually from 46.1 µM), without a hit: at the highest dose activity change, negative = cytotoxicity, most hits filed as cytotoxic; hit rate 3.4% among 400,000; KB-V1 MDR cells viability, CellTiter-Glo, 72 h; also: % is scaled to controls: 0 for no effect and ±100 for the full control effect; nearly all actives have a fitted effect of over 60% in size
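KB-V1, DMEM (no phenol red) + 10% FBS; cpd pin-transferred, titration series; 72 h, 37 degrees C; CellTiter-Glo, luminescence. Data normalized, curve-fit.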
HT1080NT lethal – qHTS for induction of synthetic lethality in tumor cells producing 2HG: qHTS for the HT-1080-NT fibrosarcoma cell line; hit rate 1.6% among 360,000; HT-1080-NT fibrosarcoma viability, CellTiter-Glo ATP luminescence, 48 h; Potency, µM (titrated, usually from 46.1 µM), for the others: top-dose activity, negative = less viability, usual class: cytotoxic;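 also: NT is the 2HG producing partner of a matched IDH1 knockdown line; 0% = DMSO-treated cells and -100% = media-only wells without cells; nearly all actives have a fitted effect of over 55% in size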
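Fibrosarcoma NT cells, 750 per well in 5% FBS RPMI, were exposed to compound for 48 hours. Viability: CellTiter-Glo luminescence.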
GLP1R cytotox – qHTS of GLP-1 Receptor Inverse Agonists: Cytotox Screen; Potency, µM (doses to about 38.3 µM), for the others: at the top dose activity change, negative = inhibition, actives largely listed as inhibitors; HEK293 cAMP-luciferase reporter cells, luminescence, 24 h; AID 624418, 2012; hit rate 0.13% among 410,000;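 also: loss of luciferase light is scored as toxicity; % is scaled to controls: 0 for no effect and ±100 for the full control effect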
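Compound-treated cells are incubated 24 hr at 37 deg C under 5% CO2 after a 12 hour attachment period, then luciferase detection reagent is added and luminescence is measured following 12 min at room temperature; lowered signal indicates toxicity.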
KB-3-1 tox – qHTS assay for MDR1-selective chemotherapeutics: Primary screen using the parental adenocarcinoma cell KB-3-1; hit rate 1.4% among 400,000; Potency, µM (top dose mostly 46.1 µM), for the others: top-dose activity change, negative = cytotoxic, usual class: cytotoxic; KB-3-1 viability, CellTiter-Glo ATP luminescence, 72 h; AID 1347075, 2019; also: % is scaled to controls: 0 for no effect and ±100 for the full control effect; nearly all actives have a fitted effect of over 60% in size
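Using CellTiter-Glo luminescence, growth of non-resistant KB-3-1 adenocarcinoma cells is assessed 72 h after pin-tool compound addition at 37 °C. Normalized responses across the concentration series yield fitted curves.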
TDP43 rescue – qHTS of TDP-43 Inhibitors; AID 652104, 2013; hit rate 1.8% among 410,000; Potency, µM (series often up to 46.1 µM), without a hit: top-dose growth rescue (activation), usual class: activators; TDP-43 expressing yeast growth rescue, BacTiter-Glo, 24 h; also: % of control where 0% means no effect; nearly all actives have a fitted effect of over 50% in size
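Readout is BacTiter-Glo luminescence of cell growth, so inhibitors register as activators. TDP-43-expressing yeast at OD600=0.02 in galactose medium, after raffinose pregrowth to mid-log, were incubated with compound for 24 hr at 30 deg C.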
GLP1R inv ag – qHTS of GLP-1 Receptor Inverse Agonists (Inhibition Mode); Glucagon-like peptide 1 receptor (Homo sapiens), P43220; HEK293 GLP-1R CRE-luciferase, luminescence, 24 h; GLP-1R form is constitutively active; Potency, µM (top dose mostly 38.3 µM), inactives show at the top dose activity change, negative = inhibition, hits mostly inhibitors; hit rate 1.6% among 410,000; AID 624417, 2012; also: % is scaled to controls: 0 for no effect and ±100 for the full control effect; nearly all actives have a fitted effect of over 55% in size
Target sequence (P43220 whole entry, looked up): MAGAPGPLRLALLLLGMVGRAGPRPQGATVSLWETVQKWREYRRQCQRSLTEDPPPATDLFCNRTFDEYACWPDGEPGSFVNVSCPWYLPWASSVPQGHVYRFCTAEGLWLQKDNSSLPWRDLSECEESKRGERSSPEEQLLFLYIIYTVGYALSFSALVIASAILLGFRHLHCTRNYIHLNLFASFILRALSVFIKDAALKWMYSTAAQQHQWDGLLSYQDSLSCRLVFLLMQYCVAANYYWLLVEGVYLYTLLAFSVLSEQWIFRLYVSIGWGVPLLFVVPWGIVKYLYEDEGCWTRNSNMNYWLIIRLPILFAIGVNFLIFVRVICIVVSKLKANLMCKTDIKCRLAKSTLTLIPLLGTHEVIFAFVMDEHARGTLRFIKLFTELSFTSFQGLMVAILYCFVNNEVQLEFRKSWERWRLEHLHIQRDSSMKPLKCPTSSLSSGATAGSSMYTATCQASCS
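Using stably transfected HEK293 (constitutively active GLP-1R, cAMP-luciferase reporter), compounds were incubated 24 hr and luciferase measured by luminescence.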
SW480 rereplic – A quantitative high throughput screen for small molecules that induce DNA re-replication in SW480 colon adenocarcinoma cells; AID 624297, 2012; Potency, µM (series often up to 46.1 µM), inactives show at the highest dose re-replication activation, hits mostly activators; SW480 DNA re-replication, Hoechst DNA content imaging, 48 h; hit rate 1.8% among 340,000; also: % of control where 0% means no effect; nearly all actives have a fitted effect of over 55% in size
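DNA re-replication was detected as more nuclei of elevated Hoechst intensity after 48 hr exposure to compound (23 nL pinned per well of 250 cells).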
GLP1R ag – qHTS of GLP-1 Receptor Agonists. Glucagon-like peptide 1 receptor (Homo sapiens), P43220. Potency, µM (highest dose often 45.6 µM), without a hit: top-dose activation, most hits filed as activators. AID 624172, 2012. HEK293 GLP-1R CRE-luciferase, luminescence, 4-6 h; cells express a hypersensitive GLP-1R form. hit rate 0.007% among 380,000; also: % of control where 0% means no effect
HT1080 IDH1KD tx – qHTS for induction of synthetic lethality in tumor cells producing 2HG: qHTS for the HT-1080-IDH1KD cell line; hit rate 2% among 360,000; Potency, µM (series often up to 46.1 µM), inactives show at the top dose activity, negative = toxicity, most hits filed as cytotoxic; HT-1080 IDH1 knockdown viability, ATP luminescence, 48 h;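 also: 0% = DMSO wells and -100% = cell-free medium wells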
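Assay cells: HT-1080 with IDH1 knockdown, 750 per well, RPMI/5% FBS. Exposure: 48 h at 37 °C following 2 h pre-incubation. Read: CellTiter-Glo luminescence; fitted concentration-response, curve class assigned.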
* hit, by the source's call; ? = inconclusive; . = no result given; & = joins results of further samples; [ ] = another dose, or the depositor's remark. Calls follow the shape of the dose curve; as a rule, active = well fitted curve in the direction sought with a large enough effect; inconclusive = small, poorly fitted or top-dose-only effect, or another doubt; inactive = no such curve, though single readings can be large; an effect the other way counts as inactive or inconclusive. Potency is read from the fitted curve at half-maximal effect.

Compound	KB-V1 cytotox	HT1080NT lethal	GLP1R cytotox	KB-3-1 tox	TDP43 rescue	GLP1R inv ag	SW480 rereplic	GLP1R ag	HT1080 IDH1KD tx
COc1ccc(N2C(=O)CC(NNc3ncc(Cl)cc3Cl)C2=O)cc1 (stereo not given)	-3%	-5%	1%	7%	9%	-12%	-18%	6%	-9%
COc1ccccc1Nc1c2ccccc2nc2ccccc12	15µM*	16µM*	?	?	9%	?	?	7%	?
CCOC(=O)c1cc(CO)cc(C(=O)OCC)c1	17%	7%	14%	15%	17%	23%	-10%	4%	-3%
Clc1ccccc1-c1nnc(CNC2CC2)o1	18%	9%	-4%	2%	-4%[9.22 µM]	1%	-1%	13%	6%
COc1ccc(NC(=O)c2nc[nH]c2C(=O)N2CCN(c3ccccc3)CC2)cc1	-2%	14%	-4%	-3%	27%	2%	?	5%	13%
COc1ccc2c(c1)c1c(c(=O)n(-c3cc(Cl)ccc3C)c(=O)n1CC(=O)N1CCCC1)n2C	-7%	.	-6%	-4%	11%	2%	.	1%	.
COc1ccccc1-n1cnnc1SCC(=O)Nc1ncc(Cl)cc1Cl	-28%	20%	-13%	0%	-19%	1%	1%	5%	16%
O=c1c(-c2ccccc2)coc2c(CN3CCCCC3)c(O)ccc12	12%	9%	-6%	-8%	13%	-6%	-20%	5%	11%
Cc1cc(/C=N\NC(=O)c2cccs2)c(C)n1-c1ccc2ncccc2c1	-6%	-24%	-9%	?	10%	-28%	5%	-23%	-30%
CCOc1ccc(/C=N/NC(=O)c2[nH]c3ccc(C)cc3c2C)cc1	-3%	-7%	-10%	-11%	3%	-27%	27%	6%	-12%
CC(=O)Nc1ccc(C(=O)CN2C(=O)CSC2=O)cc1	-5%	-1%	-14%	0%	-12%	7%	0%	-1%	15%
CC(=O)c1sc2nc(CSc3nnnn3-c3ccccc3)[nH]c(=O)c2c1C	8%	-4%	-3%	7%	-6%	3%	-2%	2%	0%
CCOC(=O)c1c(C)c(-c2ccccc2)n(CC(=O)NC2CCCCCC2)c1C	-4%	.	1%	14%	15%	2%	.	0%	.
COc1ccc(CC(=O)N2CC3(C)CC2CC(C)(C)C3)cc1OC (stereo not given)	2%	8%	27%	13%	6%	?	-11%	23%	-8%
CCc1nc2ccccc2n1CC(=O)N1CCN(Cc2ccccc2)CC1	-15%	-2%	10%	2%	3%	-20%	-1%	1%	-8%
CNC(=S)N1CCN(c2ccc([N+](=O)[O-])cc2)CC1	?	-3%	-29%	-1%	-3%	12%	-3%	3%	1%
Cc1c(NC(=O)c2cc(-c3cccs3)nc3ccccc23)c(=O)n(-c2ccccc2)n1C	6%	-16%	?	11%	-28%	?	0%	2%	-27%
Cc1ccc(OCC(O)Cn2c(NCCc3ccccc3)nc3c2c(=O)[nH]c(=O)n3C)cc1 (stereo not given)	-26%	8%	-3%	7%	-21%	2%	-5%	1%	3%[9.24 µM]
Cc1ccc(C)c(N2CCN(C(=O)Cc3c(C(=O)O)[nH]c4ccc(Cl)cc34)CC2)c1	2%	6%	0%	-1%	6%	?	3%	-5%	6%
O=C(O)c1cccc(S(=O)(=O)Nc2ccc(O)c(Sc3nc4ccccc4s3)c2)c1	2%	-5%	-5%	2%	-14%[9.22 µM]	-14%	-7%	-2%	-9%
Cc1ccc(CN(C(=O)COc2ccc([N+](=O)[O-])cc2)c2ccccn2)o1	-9%	.	1%	-10%	5%	4%	.	.	.
CCOC(=O)c1c(C)[nH]c(C(=O)COC(=O)CN2C(=O)C3CCCCC3C2=O)c1C (stereo not given)	?	-1%	-6%	-9%	-2%	12%	2%	0%	2%
CCc1ccc(NC(=S)NC2CC3CCCC(C2)N3Cc2cccs2)cc1 (stereo not given)	18µM*	?	?	-6%	-15%	?	15µM*	-1%	?
COC(=O)c1ccc(S(N)(=O)=O)o1	8%	13%	28%	10%	-2%	17%	0%	2%	17%
Cc1ccc(C(=O)CCc2ccc(N)cc2)cc1	2%	2%	-12%	14%	?	13%	-9%	21%	-7%
COCCSc1ccccc1C(=O)N1CCOCC1	1%	10%	1%	0%	-19%	0%	6%	-4%	5%
CC(=O)c1cnc2nc(C)nn2c1C	14%	-1%	-2%	2%	9%	6%	-9%	-17%	5%
COc1cccc(-c2cn3nc4c(nc3n2)CCCC4)c1	?	?	295%[activator]	18µM*	-19%	2.5µM*	?	-34%[inhibitor]	16µM*
Nc1nc2ccccc2cc1C(=O)NCCCCc1ccccc1	2.6µM*	?	-7%	-23%	28µM*	?	.	4%	?
CCN(CC(=O)NCc1ccc(F)cc1)C(=O)CCNS(=O)(=O)c1cccc(C)c1	20%	4%	-12%	4%	16%	-17%	-1%	-6%	3%
COc1ccccc1N1CCN(CC(O)COCc2cccs2)CC1 (stereo not given)	-4%	-3%	0%	-1%	-9%	-20%	-17%	-2%	-1%
CCC(=O)N1CCc2cc(S(=O)(=O)NCCC(=O)NCc3ccc(F)cc3)ccc21	0%	-1%	-2%	5%	3%	52%[activator]	14%	-2%	1%
CC(=O)c1c(C)[nH]c(C(=O)NCc2ccc(F)cc2)c1C	?	2%	-2%	1%	21%	4%	-57%	2%	1%
CCOc1ccc(NC(=O)CN2C(=O)/C(=C3\SC(=S)N(C4CCS(=O)(=O)C4)C3=O)c3ccccc32)cc1 (stereo not given)	2%	-4%	-7%	-6%	-26%	-4%	-1%	9%	-1%
CCOC(=O)N1CCN(S(=O)(=O)N2CCCC(C(=O)NCc3cc(OC)ccc3OC)C2)CC1 (stereo not given)	?	2%	2%&5%	-3%	10%&10%	-15%&13%	.	5%	2%
CCC(=O)Nc1ccc(C)cc1-c1nc2ccccc2n(C(C)C(=O)Nc2ccccc2CC)c1=O (stereo not given)	-11%	.	-22%	-9%	4%	?	.	.	.
COc1cc(/C=C2\N=C(c3ccccc3)NNC2=O)cc(OC)c1OC	4.1µM*	4.6µM*	?	4.6µM*	-10%[1.82 µM]	?	5.8µM*	25%	3.3µM*
CN(C(=O)c1ccc(NC(=O)C2CC=CCC2C(=O)O)cc1)c1ccccc1 (stereo not given)	-8%	-3%	0%	0%	-13%	9%	0%	4%	1%
CCCCNC(=O)C1(C)CCN1C(=O)c1sccc1C (stereo not given)	0%	21%	0%	0%	13%	-2%	.	3%	7%
CC(C(=O)Nc1ccon1)N1C(=O)c2ccccc2S1(=O)=O (stereo not given)	12%	10%	-5%	?	16%	10%	2%	-22%	7%

A run of entries from the list above, as a working copy:
Compound	KB-V1 cytotox	HT1080NT lethal	GLP1R cytotox	KB-3-1 tox	TDP43 rescue	GLP1R inv ag	SW480 rereplic	GLP1R ag	HT1080 IDH1KD tx
COc1ccc(N2C(=O)CC(NNc3ncc(Cl)cc3Cl)C2=O)cc1 (stereo not given)	-3%	-5%	1%	7%	9%	-12%	-18%	6%	-9%
COc1ccccc1Nc1c2ccccc2nc2ccccc12	15µM*	16µM*	?	?	9%	?	?	7%	?
CCOC(=O)c1cc(CO)cc(C(=O)OCC)c1	17%	7%	14%	15%	17%	23%	-10%	4%	-3%
Clc1ccccc1-c1nnc(CNC2CC2)o1	18%	9%	-4%	2%	-4%[9.22 µM]	1%	-1%	13%	6%

Carrying on.
Compound	KB-V1 cytotox	HT1080NT lethal	GLP1R cytotox	KB-3-1 tox	TDP43 rescue	GLP1R inv ag	SW480 rereplic	GLP1R ag	HT1080 IDH1KD tx
COc1ccc(OC)c(/C=N/Nc2nncn2/N=C/c2cc(OC)ccc2OC)c1	?	?	-8%	21µM*	13%	?	?	7%	15µM*
CC(C)OC(=O)CN1C(=O)c2ccccc2C1=O	29%	22%	10%	8%	1%	16%	0%[9.22 µM]	7%	27%
CCn1cc(/C=N\NC(=O)c2ccccc2Cl)cn1	0%	16%	0%	19%	-23%	18%	168%	0%	28%
CCCCn1c(-c2cccnc2)n[nH]c1=S	0%	7%	-4%	0%	14%	21%	3%	-1%	-8%
Cc1ccc(S(=O)(=O)NCC2CCC(C(=O)NCc3ccccn3)CC2)cc1 (stereo not given)	0%	14%	14%	12%	9%	8%	-3%	-9%	11%
Cc1ccc(CNC(=O)c2ccccc2NC(=O)c2nsc3ccccc23)cc1	-2%	.	13%	-1%	6%	8%	.	.	.
O=C(CSc1ncc2c(n1)-c1ccccc1N(Cc1ccc(Cl)cc1)S2(=O)=O)c1ccc(Cl)cc1	7%	.	6%	-1%	8%	5%	.	.	.
COc1cccc(OCC(O)CNC2CCCC2)c1 (stereo not given)	-19%	-6%	1%	-6%	-3%	-11%	0%	0%	-14%
CC1(C)Cc2c(c(N3CCOCC3)nc3sc4c(NCc5ccco5)nnnc4c23)CS1	4%	-18%	-2%	-19%	15%	?	0%[9.22 µM]	19%	-23%
O=C(Nc1ccc(Br)cc1)C1CCN(C(=O)c2ccc(F)cc2)CC1	-13%	-23%	-3%	4%	20%	?	0%	2%	-21%
N=c1c(S(=O)(=O)c2ccc(Cl)cc2)cc2c(=O)n3ccccc3nc2n1C1CCCCC1	7%	5%	2%	9%	-9%	57%[activator]	?	1%	2%
O=C(CN1CCCCC1)Nc1ccccc1-c1ccccc1	-21%	0%	7%	-10%	-13%	?	-7%	4%	26%
CCO[C@@H]1OC(C(=O)N2CCOCC2)=C[C@H](c2cn(C(C)=O)c3ccccc23)[C@H]1CCCO	-7%	-2%	-3%	0%	?	12%	?	1%	4%
O=C(Nc1ccon1)c1ccc(Br)s1	-11%	-3%	-4%	0%	-9%	3%	0%	4%	-1%
